GAA glycogen – qHTS Assay for Inhibitors and Activators of Human alpha-Glucosidase Cleavage of Glycogen. Potency, µM (series often up to 76.4 µM), for the others: at the highest dose activity change, negative = inhibition, usual class: inhibitors. Lysosomal alpha-glucosidase (Homo sapiens), P10253. 300,000 tested, 0.38% active. recombinant GAA, glycogen substrate, Amplex Red glucose oxidase fluorescence;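 note: 0% = full enzyme reaction and -100% = no-enzyme basal signal; the screen sought inhibitors and activators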
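qHTS, 1536-well; enzyme 4 nM final; cpd up to 77 uM; substrate bovine liver glycogen 30 ug; 50 mM citrate/phosphate pH 5.0, 0.01% Tween-20; 37 C, 40 min; Amplex Red detection 45 min RT; Hill fit → AC50.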
HTT aggregate – qHTS Multiplex Assay to Identify Dual Action Probes in a Cell Model of Huntington: Aggregate Formation (GFP); PC12 HttQ103-GFP aggregates, Acumen cytometry, 40 h; Potency, µM (series often up to 46.1 µM), inactives show at the top dose activity change, negative = inhibition, actives largely listed as inhibitors; 220,000 tested, 1.1% active; note: % is set by controls: 0 for no effect and ±100 for the full control effect; nearly all actives have a fitted effect of over 60% in size
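PC12/HTTQ103-GFP, ecdysone-inducible; teb 100 nM; cpd qHTS titration; GFP aggregates read on laser cytometer, Ex 488/Em 500-530 nm.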
GoLoco inh red – qHTS Assay for Inhibitors of RGS12 GoLoco Motif Activity (Red Fluorophore) | Potency, µM (top dose mostly 61.6 µM), for the others: at the highest dose activity, negative = inhibition, usual class: inhibitors | Gai1:RGS12 GoLoco peptide FP, rhodamine, 10 min | Guanine nucleotide-binding protein G(i) subunit alpha-1 (Homo sapiens), P63096 | 230,000 tested, 0.44% active | AID 880, 2007; active = well fitted inhibition curve with a large enough effect, not every such curve was filed as active; inactive = no such curve, though single readings can be large or run the other way; note: % is set by controls: 0 for no effect and ±100 for the full control effect; nearly all actives have a fitted effect of over 30% in size; many of its hits are not listed in these tables
Target sequence (P63096 whole entry, looked up): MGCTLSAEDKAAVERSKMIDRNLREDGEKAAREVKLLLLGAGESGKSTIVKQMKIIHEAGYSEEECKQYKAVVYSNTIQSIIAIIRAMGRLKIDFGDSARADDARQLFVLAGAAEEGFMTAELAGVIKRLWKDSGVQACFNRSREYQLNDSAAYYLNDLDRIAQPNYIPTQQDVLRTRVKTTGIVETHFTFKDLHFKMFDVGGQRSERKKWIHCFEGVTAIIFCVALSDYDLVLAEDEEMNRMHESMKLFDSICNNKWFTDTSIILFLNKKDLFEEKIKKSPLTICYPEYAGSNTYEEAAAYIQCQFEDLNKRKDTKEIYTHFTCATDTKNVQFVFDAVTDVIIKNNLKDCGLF
GAA spleen mod – qHTS Assay for Inhibitors and Activators of Human alpha-Glucosidase From Spleen Homogenate; Potency, µM (series often up to 79.9 µM), for inactives: at the highest dose activity change, negative = inhibition, usual class: inhibitors; human spleen homogenate, 4-MU-alpha-glucoside fluorescence; Lysosomal alpha-glucosidase (Homo sapiens), P10253; 240,000 tested, 0.006% active; AID 2112, 2009;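 note: 0% = enzyme with vehicle and -100% = no enzyme basal signal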
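Enzyme source: human spleen homogenate, 1 ug/well. Buffer 50 mM citric acid/K phosphate pH 5.0, 0.01% Tween-20. 4-MU-alpha-glucoside 1 mM; 37 C x 40 min; NaOH/glycine stop; fluorescence.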
GAA inh – qHTS Assay for Inhibitors of Human alpha-Glucosidase as a Potential Chaperone Treatment of Pompe Disease; Lysosomal alpha-glucosidase (Homo sapiens), P10253; purified human GAA, 4-MU-alpha-glucoside fluorescence; Potency, µM (doses to about 76.9 µM), for the others: at the highest dose activity change, negative = inhibition, most hits filed as inhibitors; 200,000 tested, 0.005% active; AID 1466, 2008;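 note: plate controls were uninhibited enzyme wells for no effect and no-enzyme background for full effect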
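Fluorescence at Ex 365/Em 440 nm from 4-methylumbelliferone reported enzyme activity after 20 min at room temperature. Reactions used 4 nM enzyme and 400 uM substrate at pH 5.0; curves fitted with the Hill equation.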
IMPase Li inh – qHTS Assay for Identifying the Cell-Membrane Permeable IMPase Inhibitors: Potentiation with Lithium. 210,000 tested, 0.35% active. CHO-M1 cells, IP1 TR-FRET (IP-One), carbachol + lithium. AID 1457, 2008. Potency, µM (titrated, usually from 59.4 µM), inactives show at the top dose activity, negative = IMPase inhibition, hits mostly inhibitors;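 note: IP1 builds up when IMPase is blocked and the TR-FRET signal falls; plate controls were basal vehicle for no effect and high inhibitor control for full effect; nearly all actives have a fitted effect of over 50% in size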
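Readout is a homogeneous TR-FRET IP1 immunoassay (Ex 320, Em 665 and 620), where raised cytosolic IP1 lowers signal. Cells were CHO-M1 treated 30 min at 37C with test compounds plus a little lithium; AC50 values came from Hill-equation fitting.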
HTT ATP protect – qHTS Multiplex Assay to Identify Dual Action Probes in a Cell Model of Huntington: Cytoprotection (ATP). PC12 HTT-Q103 induced, cytoprotection, ATP luminescence, 40 h. AID 1471, 2008. Potency, µM (top dose mostly 56.4 µM), inactives show cytoprotection (ATP increase), hits mostly activators. 230,000 tested, 0.14% active;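 note: % of control where 0% means no effect; nearly all actives have a fitted effect of over 45% in size; toxic huntingtin expression switched on by the ecdysone agonist tebufenozide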
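Compounds were screened for protection of PC12 cells against cell death after tebufenozide induction (100 nM final) of mutant Huntingtin exon 1 (Q103) fused to GFP.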
* marks the source's active call; other numbers are inactive results; ? = inconclusive; nt = no result given; [ ] = another dose, or the depositor's remark. Unless noted, calls come from the whole dose curve; as a rule, active = well fitted curve in the direction sought with a large enough effect; inconclusive = small, poorly fitted or top-dose-only effect, or another doubt; inactive = no such curve, though single readings can be large; an effect the other way counts as inactive or inconclusive. Potency is the fitted concentration of half-maximal effect. A portion of the library, so the mix of outcomes need not match the whole.

The opening 2 records as a preview:
Abbreviations: A = GAA glycogen; B = HTT aggregate; C = GoLoco inh red; D = GAA spleen mod; E = GAA inh; F = IMPase Li inh; G = HTT ATP protect
O=C(c1ccccc1)N1CCOC12CCN(c1ncc(C(F)(F)F)cc1Cl)CC2
  A = -4% | B = ? | C = 6% | D = -1% | E = -13% | F = 33%[activator][38.3 µM] | G = 2%

O=C(COc1ccc2ccc(=O)oc2c1)Nc1ccc(N2CCOCC2)cc1
  A = 8% | B = 5% | C = -14% | D = 7% | E = 8% | F = -3% | G = 20%[1.9 µM]

The list itself, from the start:
Abbreviations: A = GAA glycogen; B = HTT aggregate; C = GoLoco inh red; D = GAA spleen mod; E = GAA inh; F = IMPase Li inh; G = HTT ATP protect
O=C(c1ccccc1)N1CCOC12CCN(c1ncc(C(F)(F)F)cc1Cl)CC2
  A = -4% | B = ? | C = 6% | D = -1% | E = -13% | F = 33%[activator][38.3 µM] | G = 2%

O=C(COc1ccc2ccc(=O)oc2c1)Nc1ccc(N2CCOCC2)cc1
  A = 8% | B = 5% | C = -14% | D = 7% | E = 8% | F = -3% | G = 20%[1.9 µM]

Cc1ccc(-c2nnc3ccc(SCC(=O)N4CCCc5ccccc54)nn23)cc1
  A = -7% | B = ? | C = 9% | D = 4% | E = 0% | F = 9% | G = -17%[10 µM]

COc1ccccc1CNC(=O)c1csc(Cc2ccc(Cl)cc2)n1
  A = -13% | B = ? | C = 5% | D = -6% | E = 2% | F = 9%[38.3 µM] | G = -72%[inhibitor]

CCc1noc(C)c1C(=O)Nc1nc(-c2cc(C)ccc2C)c(C)s1
  A = -19% | B = -16% | C = 7% | D = -5% | E = -4% | F = 0%[38.3 µM] | G = -22%

O=C(OCC(=O)N1CCCCCC1)c1n[nH]c(=O)c2ccccc12
  A = 3% | B = -13% | C = 5% | D = 1% | E = -3% | F = 26%[38.3 µM] | G = -29%[10 µM]

CC(=O)Nc1ccc(S(=O)(=O)NCCNc2ccccc2[N+](=O)[O-])cc1
  A = 9% | B = 9% | C = 5% | D = -6% | E = -4% | F = -8% | G = -32%[inhibitor]

CSc1nnc(Cn2c(=O)sc3ccccc32)n1C
  A = -2% | B = -10% | C = 5% | D = 0% | E = -5% | F = -3% | G = -13%[10 µM]

CCOC(=O)C(C)n1cnc2c1c(=O)[nH]c(=O)n2C (centres undefined)
  A = 1% | B = 6% | C = -3% | D = 3% | E = -1% | F = 1% | G = 9%[10 µM]

CN1C(=O)[C@@H]2[C@@H]3C[C@@H]([C@H]4ON=C(c5ccc(Cl)cc5Cl)[C@@H]34)[C@@H]2C1=O
  A = -1% | B = ? | C = nt | D = -26% | E = -5% | F = nt | G = 20%[10 µM]

CC(C)c1ccc(OCC(=O)NCc2ccco2)cc1
  A = -6% | B = -16% | C = -3% | D = -1% | E = -12% | F = 4%[38.3 µM] | G = -1%

CCOC(=O)C1=C(C)NC(SCC(=O)O)=C(C#N)C1c1ccco1 (centres undefined)
  A = 6% | B = 2% | C = 7% | D = -4% | E = 0% | F = 6%[38.3 µM] | G = -8%

CSc1ccccc1C(=O)C1CCCN(C(=O)NC(C)C)C1 (centres undefined)
  A = 6% | B = -2%[9.22 µM] | C = -8% | D = -1% | E = nt | F = -1% | G = -6%[10 µM]

COCCN(CCOC)S(=O)(=O)c1ccc(C(=O)Nc2c(C)n(C)n(-c3ccccc3)c2=O)cc1
  A = -7% | B = 1%[9.22 µM] | C = 9% | D = 1% | E = nt | F = nt | G = 25%[10 µM]

COc1ccc(Cl)cc1C(=O)NNC(=S)NC(=O)c1cc(-c2ccc(Cl)cc2)nc2ccccc12
  A = 5% | B = -3% | C = 10% | D = -3% | E = 1% | F = -4%[38.3 µM] | G = ?

CC(=O)c1c(C)[nH]c(C(=O)COC(=O)CNS(=O)(=O)c2ccccc2)c1C
  A = 4% | B = 1% | C = -2% | D = -2% | E = -6% | F = 0%[38.3 µM] | G = 5%

CCn1nc(C)c(/C=N\NC(=O)c2ccc3c(c2)OCO3)c1C
  A = -1% | B = 4% | C = 10% | D = -5% | E = 1% | F = 25%[38.3 µM] | G = -4%

Cn1c(=O)oc2cc(S(=O)(=O)N3CCc4ccccc4C3)ccc21
  A = 6% | B = 5% | C = 12% | D = 9% | E = 3% | F = -10%[38.3 µM] | G = -13%

CC(C)NC(=O)C(=O)NCCCOC(C)C
  A = 5% | B = 19% | C = 10% | D = 6% | E = 3% | F = 0% | G = nt

CCN(C1CCS(=O)(=O)C1)S(=O)(=O)c1cccc([N+](=O)[O-])c1 (centres undefined)
  A = 16% | B = -7%[9.22 µM] | C = 10% | D = -5% | E = 9% | F = 3% | G = -18%[10 µM]

CCOC(=O)Cn1nnc2c(sc3nc4c(c(-c5ccc(Cl)cc5)c32)CCC4)c1=O
  A = 4% | B = 1% | C = -2% | D = -7% | E = ? | F = 16%[38.3 µM] | G = 5%

CN(C)c1ncc2nc(-c3cc(F)cc(F)c3)c(=O)n(CCC#N)c2n1
  A = nt | B = nt | C = -5% | D = -7% | E = nt | F = -1% | G = 5%

CCC(=O)Nc1ccc2c(c1)C(=O)N(C)C2=O
  A = -3% | B = -7% | C = -2% | D = 5% | E = -15% | F = -3%[38.3 µM] | G = 9%

Clc1ccc2nc3ccccn3c2c1
  A = -4% | B = -7% | C = 7% | D = ? | E = ? | F = ? | G = -7%

CCN(CC(=O)NC)S(=O)(=O)c1ccc(Br)cc1
  A = 9% | B = 0% | C = 7% | D = -4% | E = -6% | F = 16%[38.3 µM] | G = 2%

Nc1c(C(=O)NCCc2ccc(Cl)cc2)sc2ccc(S(=O)(=O)N3CCCCC3)cc12
  A = 9% | B = -32% | C = -1% | D = -14% | E = -4% | F = -7% | G = -5%[10 µM]

N=C1SCC(=O)N1c1ncc(Cc2cccc(Cl)c2)s1
  A = -1% | B = 38%[9.22 µM] | C = 22% | D = 4% | E = 14% | F = 18% | G = 32%[10 µM]

N/C(=N\OC(=O)CCc1ccccc1)c1ccc(Cl)cc1
  A = -7% | B = ? | C = nt | D = -4% | E = 8% | F = nt | G = -16%

CC1OC(OC2C(OC3C(O[C@H]4CC[C@]5(C)C6C=C[C@]78OC[C@@]9(CC[C@@H](C)[C@H](C)C97)[C@H](O)C[C@@]8(C)[C@]6(C)CC[C@H]5C4(C)C)OC(C)C(O)C3O)OC(CO)C(O)C2O)C(O)C(O)C1O (some centres undefined)
  A = 7% | B = 1%[9.22 µM] | C = -1% | D = -3% | E = nt | F = nt | G = 2%[10 µM]

COc1cc(NC(=O)C2=C(N3CCOCC3)/C(=C\c3ccc(Br)cc3)CC2)cc(OC)c1OC
  A = 4% | B = -3% | C = -1% | D = -4% | E = 4% | F = 9% | G = -17%[10 µM]

CC(C)CNC(=O)CSc1nnc2ccccn12
  A = -2% | B = -10% | C = -1% | D = 3% | E = 1% | F = -4% | G = 0%[10 µM]

CCOC(=O)c1nn(-c2ccc(OCC)cc2)c2nc(-c3ccco3)c(C#N)c(=O)n12
  A = 8% | B = -2% | C = 21% | D = -12% | E = ? | F = ? | G = nt

Cc1cccc(OCCOCCN2CCNCC2)c1C
  A = 8% | B = -1% | C = 4% | D = -4% | E = 0% | F = 9% | G = nt

O=C(Nc1cc(Oc2ccc(Cl)cc2)cc([N+](=O)[O-])c1)c1ccco1
  A = -1% | B = -3% | C = -5% | D = -16% | E = -1% | F = 17% | G = 5%[10 µM]

CSCCC(NS(=O)(=O)c1ccc(Cl)cc1)C(=O)OCC(=O)NC12CC3CC(CC(C3)C1)C2 (centres undefined)
  A = 0% | B = ? | C = -14% | D = -7% | E = ? | F = 30%[38.3 µM] | G = -11%

Cn1c(OCc2ccc3c(c2)OCO3)nc2c1c(=O)n(Cc1ccc(Cl)c(Cl)c1)c(=O)n2C
  A = 2% | B = -16% | C = 7% | D = 1% | E = 2% | F = 5%[38.3 µM] | G = -20%

CCn1ccnc1CN(C)Cc1cn(-c2cc(C)ccc2C)nc1-c1ccccc1
  A = 6% | B = 16%[9.22 µM] | C = 6% | D = -3% | E = nt | F = ? | G = -16%[10 µM]

O=C(Nc1nnc(C23CC4CC(CC(C4)C2)C3)s1)c1ccco1
  A = 2% | B = -3% | C = 1% | D = -1% | E = -4% | F = 28%[38.3 µM] | G = -26%

O=C(CN1C(=O)NC2(CCCCCC2)C1=O)N1CCC(Cc2ccccc2)CC1
  A = 3% | B = -15% | C = -22% | D = -5% | E = -7% | F = -3% | G = 5%[10 µM]

CC(=O)c1oc2ccccc2c1NC(=O)COC(=O)c1ccc(-n2nc(C)cc2C)cc1
  A = 5% | B = 8% | C = 60%[activator] | D = 8% | E = -7% | F = -26%[38.3 µM] | G = 4%[10 µM]

O=[N+]([O-])c1ccc(N2CCCCC2)c(-c2nn[nH]n2)c1
  A = -6% | B = nt | C = 11% | D = -19% | E = 9% | F = 3% | G = nt

O=C(NCCCN1CCOCC1)c1ccccc1NS(=O)(=O)c1ccc(F)cc1
  A = 6% | B = -6% | C = 10% | D = 2% | E = -5% | F = -3% | G = -22%

Cc1cccc(NC(=S)N=Nc2c(O)[nH]c3ccccc23)c1
  A = 2% | B = 4µM* | C = 11% | D = -2% | E = -5% | F = -2% | G = nt

O=C1N(S(=O)(=O)c2ccccc2F)C(=O)C2(CCCC2)N1S(=O)(=O)c1ccccc1F
  A = 2% | B = 4% | C = -7% | D = -2% | E = -9% | F = 9%[38.3 µM] | G = 4%[10 µM]

Clc1ccc(CNc2ccccc2NCc2ccc(Cl)nc2)cn1
  A = ? | B = 0%[9.22 µM] | C = 36%[activator] | D = 9% | E = -7% | F = 24% | G = -10%[10 µM]

CC1=NN(c2nc3ccccc3s2)C(O)(C(F)(F)F)C1 (centres undefined)
  A = 2% | B = -21%[9.22 µM] | C = -1% | D = 1% | E = nt | F = nt | G = 17%[10 µM]

Cc1ccc(Nc2c(-c3ccc(N(C)C)cc3)nc3ncccn23)cc1
  A = -23% | B = 0%[9.22 µM] | C = 8% | D = 8% | E = -4%[15.4 µM] | F = nt | G = -12%[10 µM]

CC(=O)NCCNc1ccnc(-c2ccccc2C(F)(F)F)n1
  A = nt | B = nt | C = 6% | D = -4% | E = nt | F = -9% | G = 7%

Bioassay records from PubChem BioAssay.
